# Screens deposited in PubChem BioAssay by Broad Institute.
# ERAP1 HTS inh: blocks human ERAP1 aminopeptidase activity. hit rate 0.15% among 340,000. inhibition, % at 10.7 µM. recombinant ERAP1, Leu-AMC fluorescence, 60 min. Q9NZ08;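 active = mean replicate inhibition of at least 30%, or all replicates individually reaching that 30% level; inactive = mean below 30% and not every replicate reaching it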;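 note: 0% = neutral control wells and 100% = L-leucinethiol positive control wells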
# GSIS activator: GLuc luminescence reporter in INS-1E cells, primary screen for activators of glucose-dependent secretion of insulin. hit rate 0.61% among 370,000. activation, % at 16.6 µM. INS-1E GLuc reporter insulin secretion, 2-3 h;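 active = lowest replicate activation of at least 40%, so every replicate reaches that level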;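 note: 0% = median of neutral control wells and 100% = median of IBMX positive control wells; some compounds called inactive have numbers as strong as hits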
# esBAF inh: blocks esBAF chromatin remodeling in mouse ES cells | Bmi1-luciferase knock-in reporter, 24 h; 100% = twice the neutral-well signal | hit rate 2% among 350,000 | AID 602393 | reporter increase, % at 12.5 µM; in the data active = activation above about 40%; inconclusive = no clear call, values can overlap the other calls;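 note: 0% = median of the plate's neutral control wells and 100% = double that signal; a rise in the Bmi1 reporter signal indicates esBAF inhibition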
# F508del corr: correctors of CFTR F508del function in bronchial epithelial cells. CFBE cells, YFP halide quenching; stimulated with forskolin plus potentiator P3; % fluorescence drop versus neutral controls. activity (quench increase), % at 7.58 µM. hit rate 0.36% among 350,000. AID 720511;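 active = mean added fluorescence quench of at least 8% versus neutral control, with both replicates also reaching 8%; inconclusive = only one of the mean or replicate conditions met; inactive = mean below 8% and not both replicates reaching 8%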;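 note: cells transiently co-express mutant CFTR-F508del with the halide-sensitive YFP; corrector assay measuring rescue of mutant channel to the surface after 24 h compound exposure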
# ARNT-TACC3 inh: ARNT/TACC3 interaction disruption; inhibition, % at 9.99 µM; AlphaScreen His-ARNT PAS-B/GST-TACC3 binding, luminescence; TACC3 fragment carries E629A point mutation; hit rate 0.66% among 390,000;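 active = mean inhibition of replicates at least 50% and at least half of replicates each reaching 50%; inconclusive = half or more replicates reach 50% but mean below 50%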;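 note: 0% = complete ARNT plus TACC3 wells and 100% = ARNT alone without TACC3; many hits fall short of the cut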
# RAD54 inh: RAD54 (human) branch migration inhibition; RAD54 Holliday junction branch migration, FAM/BHQ fluorescence; hit rate 0.14% among 360,000; inhibition, % at 10.4 µM;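 active = mean normalized replicate activity at least 40 and at least half of replicates scoring 40 or more; inconclusive = only one of the two criteria met; inactive = mean below 40 and under half of replicates reaching 40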;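 note: 0% = median of neutral control wells and 100% = median of positive control wells; inhibitors cause a drop in the FAM fluorescence signal; in these data hits start at about 50%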
# Target sequence (Q92698 whole entry, looked up): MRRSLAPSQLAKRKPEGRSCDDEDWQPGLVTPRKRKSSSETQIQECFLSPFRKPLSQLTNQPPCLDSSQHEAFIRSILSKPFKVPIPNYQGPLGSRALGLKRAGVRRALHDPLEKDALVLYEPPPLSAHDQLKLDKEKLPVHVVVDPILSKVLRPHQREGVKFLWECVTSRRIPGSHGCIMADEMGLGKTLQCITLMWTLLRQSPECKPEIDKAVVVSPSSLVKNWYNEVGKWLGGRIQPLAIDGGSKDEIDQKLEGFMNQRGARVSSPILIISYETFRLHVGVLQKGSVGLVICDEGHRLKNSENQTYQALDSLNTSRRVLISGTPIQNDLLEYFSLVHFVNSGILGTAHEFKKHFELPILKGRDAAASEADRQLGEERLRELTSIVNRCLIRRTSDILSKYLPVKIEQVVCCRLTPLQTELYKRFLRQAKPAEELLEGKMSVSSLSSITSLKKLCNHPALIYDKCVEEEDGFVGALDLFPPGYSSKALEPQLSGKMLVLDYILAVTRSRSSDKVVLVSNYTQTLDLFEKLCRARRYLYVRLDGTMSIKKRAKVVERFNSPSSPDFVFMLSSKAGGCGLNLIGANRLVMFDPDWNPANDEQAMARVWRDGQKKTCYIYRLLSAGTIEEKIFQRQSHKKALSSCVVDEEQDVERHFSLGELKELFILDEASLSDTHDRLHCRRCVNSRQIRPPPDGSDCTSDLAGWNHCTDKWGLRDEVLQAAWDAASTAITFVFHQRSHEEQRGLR
# XiGFP reactiv: X-chromosome reactivation activator | XiGFP mouse fibroblasts, % GFP-positive cells imaging, 3 d; cells co-treated with 5-aza-dC sensitizer; scaled so ellipticine positive control = 100% | AID 743238 | activation, % at 7.58 µM | hit rate 0.055% among 360,000;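 active = mean normalized replicate activation at least 10% and every replicate at or above 10%; inconclusive = only one of the two criteria met; inactive = mean below 10% and not all replicates reach 10%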;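 note: 0% = median of on-plate neutral control wells and 100% = ellipticine 6 µM median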
#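 Schedule: 3 d treatment, 15 min room-temperature fixation; system: 68-5-11 XiGFP fibroblast line; buffer or medium: DMEM plus 5-aza-dC sensitizer; control set: ellipticine 6 µM positive control; compound: one concentration, pinned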
# RAD52 inh: inhibitors of human RAD52 DNA annealing. P43351. AID 651710. hit rate 0.46% among 360,000. inhibition, % at 18.7 µM. recombinant RAD52 DNA annealing, FRET fluorescence;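 active = every replicate showing at least 50% inhibition; inconclusive = mean inhibition at least 50% but not in every replicate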
# * marks the source's active call; other numbers are inactive results; ? = inconclusive; . = not tested or not shown.
# Order of values: ERAP1 HTS inh	GSIS activator	esBAF inh	F508del corr	ARNT-TACC3 inh	RAD54 inh	XiGFP reactiv	RAD52 inh
> Cc1ccccc1-c1cnc2c(c1)C(=O)N([C@H](C)CO)C[C@H](C)[C@@H](CN(C)C(=O)CC1CC1)O2
  -5	-8	-13	3.2	14	-11	-0.9	5
> CCc1ccc2c(CSc3nnnn3C)cc(=O)oc2c1
  .	-6	-3	-3.3	5	-3	.	-2
> COC(=O)N(C)C[C@H]1OCc2ccccc2-c2ccccc2C(=O)N([C@H](C)CO)C[C@H]1C
  0	32	1	0.6	-3	-2	0.5	9
> O=C(COC(=O)Cc1ccccc1F)NNC(=O)c1ccc([N+](=O)[O-])cc1
  1	12	-6	-2.8	2	-15	0.1	-3
> C[C@@H]1CCCCO[C@H](CN(C)S(=O)(=O)c2ccccc2)[C@H](C)CN([C@@H](C)CO)C(=O)c2cc(NS(=O)(=O)c3ccc(Cl)cc3)ccc2O1
  -2	-13	0	3.8	23	3	0.1	-11
> CCCCc1nc2cc(C(=O)N3CCCC(OCCC)C3)ccc2o1 (centres undefined)
  -1	-9	64*	-1.6	-1	17	0.0	-2
> NNC(=O)COc1ccc2oc3c(c2c1)CCCC3
  -4	13	-8	-2.5	-4	7	-0.1	-7
> Fc1ccc(-c2nc3c4ccccc4ccn3c2Cc2ccsc2)cc1
  1	6	23	1.0	.	-12	0.2	-21
> COc1ccc(S(=O)(=O)N2CCc3ccccc32)cc1C(=O)NC1(C)CCS(=O)(=O)C1 (centres undefined)
  -1	10	3	-2.5	.	-5	0.0	-10
> O=C(Nc1ccsc1C(=O)O)c1ccccc1Cl
  -9	3	0	0.4	5	1	0.2	-3
> Cc1ccccc1NC(=O)c1cccc(N2C(=O)C3CCCCC3C2=O)c1 (centres undefined)
  2	5	1	0.9	-6	-7	0.1	-2
> CC(C)NC(=O)N(C)C[C@@H]1OCCCC[C@@H](C)Oc2ccc(NC(=O)Nc3ccc4c(c3)OCO4)cc2C(=O)N([C@@H](C)CO)C[C@H]1C
  -3	-2	-2	0.6	-9	4	-0.5	7
> O=C(O)c1ccc([N+](=O)[O-])c(CS(=O)(=O)c2ccc(Cl)cc2)c1
  0	16	10	-3.7	2	.	-0.1	-1
> COCCNc1ccc([N+](=O)[O-])cc1C(=O)NC1CCCc2ccccc21 (centres undefined)
  -2	7	9	0.7	.	13	0.1	-36
> O=S(=O)(NCC(c1cccnc1)N1CCN(Cc2ccccc2)CC1)c1ccccc1 (centres undefined)
  2	4	0	0.9	41	-10	-0.1	-16
> CC(C)c1ccc(OCC(=O)NNC(=S)NC(=O)c2cccs2)c(Br)c1
  0	1	4	-0.9	8	-10	0.1	-24
> CCOC(=O)/C(=C\c1ccc(Cl)cc1)c1nc2sc(C)c(C)c2c(=O)[nH]1
  .	3	.	.	-7	-4	0.4	.
> CCCNC(=O)[C@@H]1c2ccccc2C(=O)N(Cc2ccccc2OC)[C@H]1c1ccc(CO)cc1
  0	.	.	2.9	-4	-10	.	4
> Cc1ccc(C(=O)N/N=C(\CC(C)C)c2ccccc2)cc1
  -1	-2	.	-2.2	-3	0	-0.1	-5
> C[C@H]1CN(S(=O)(=O)C(C)(C)C)[C@H](CCO)/C1=C\CCO
  -3	27	.	-1.9	.	.	-0.1	0

# With a hit mark in esBAF inh (from the list above):
molecule,ERAP1 HTS inh,GSIS activator,esBAF inh,F508del corr,ARNT-TACC3 inh,RAD52 inh
CCCCc1nc2cc(C(=O)N3CCCC(OCCC)C3)ccc2o1 (centres undefined),-1,-9,64*,-1.6,-1,-2

# Later entries
# Order of values: ERAP1 HTS inh	GSIS activator	esBAF inh	F508del corr	ARNT-TACC3 inh	RAD54 inh	XiGFP reactiv	RAD52 inh
> COc1cccc(C2CC(c3ccc(C)cc3)Nc3nc(N)nn32)c1 (centres undefined)
  -2	-19	-9	1.2	0	-3	7.7	-5
> COc1ccc(-n2cc(C#N)c(=O)n(Cc3ccc(F)cc3)c2=O)cc1
  -1	0	4	-0.5	-12	.	0.3	-5
> O=C(NCc1ccccc1)c1ccc2nnsc2c1
  2	2	2	1.0	-4	0	0.0	-9
> CCNC(=S)Nc1ccc(Cl)cc1
  0	.	.	.	30	0	-0.1	-4
> COc1ccc(NC(=O)N[C@H]2CC[C@H](CC(=O)NC3CCC3)O[C@@H]2CO)cc1
  0	15	1	-3.7	-9	-1	-0.2	-8
> COc1ccc(CNC(=O)CN2C(=O)NC(C)(c3ccc(C(C)(C)C)cc3)C2=O)cc1 (centres undefined)
  -1	-37	-6	1.4	-2	-1	0.1	-15
> CCOc1ccccc1N(CC(=O)NC1CCCC1)C(=O)CNC(=O)c1cccs1
  -5	0	5	3.4	-4	0	0.1	-4
> COc1ccc2c3c(n(C)c2c1)[C@H](CO)N(C(=O)Cc1ccccn1)CC31CCN(Cc2ccccn2)CC1
  7	2	.	1.2	.	.	0.0	-2
> CCN(C[C@@H]1[C@@H](c2ccccc2)[C@H](CO)N1CC1CC1)C(=O)c1cccc(F)c1
  2	0	-2	-4.4	-10	-1	0.6	2
> CCc1ccccc1NC(=O)CN(C)C(=O)CSc1nn(-c2ccc(F)cc2)c(=S)s1
  -9	-22	.	-0.8	15	.	0.0	-20
> O=C(c1ccc(S(=O)(=O)c2ccc(F)cc2)c([N+](=O)[O-])c1)N1CCCCCC1
  -2	.	.	.	0	7	-0.1	-19
> CCN(CC)S(=O)(=O)c1cc(C(=O)Nc2cc(C)on2)ccc1Cl
  -2	-12	-2	-2.3	0	-8	0.0	-12
> COc1cccc(NC(=O)N(C)C[C@@H]2Oc3ncc(/C=C/c4ccccc4)cc3C(=O)N([C@H](C)CO)C[C@H]2C)c1
  -1	-20	8	-2.4	16	8	0.2	-3
> CC(C)C(c1nnnn1Cc1cccs1)N1CCN(C(=O)c2ccco2)CC1 (centres undefined)
  -2	-1	.	-3.7	1	.	0.0	-5
> O=C1C(c2ccc(F)cc2)N(C2CCCCC2)C(=O)CN1C1CCCC1 (centres undefined)
  .	-2	-9	.	0	?	.	.
> COc1ccc(S(=O)(=O)N[C@@H]2CC[C@H](CCNC(=O)CN3CCOCC3)O[C@H]2CO)cc1
  -1	-8	-4	-2.6	-7	4	-0.1	9
> Cc1cccc(C)c1NC(=O)CS(=O)CC(=O)NCC1OCCc2ccccc21 (centres undefined)
  2	1	.	2.0	24	.	0.0	-7
> CCOC(=O)c1ccc(NS(=O)(=O)c2cc3c4c(c2)CCN4C(=O)CC3)cc1
  0	-58	.	0.2	1	0	-0.5	-6
> C=CCOc1c(CNC2CCCC2)cc(Cl)cc1OC
  -1	10	.	3.3	-8	5	0.1	7
> CCN(Cc1ccccc1)S(=O)(=O)c1cn(C)cn1
  1	2	.	2.8	-8	.	0.3	-7

# Other records follow:
Molecule	ERAP1 HTS inh	GSIS activator	esBAF inh	F508del corr	ARNT-TACC3 inh	RAD54 inh	XiGFP reactiv	RAD52 inh
COC(=O)COc1ccccc1C(=O)Nc1ccc(OC)cc1	0	10	.	.	.	.	0.0	-8
C[C@H](CO)N1C[C@H](C)[C@H](CN(C)C(=O)CCCN(C)C)OCc2cn(nn2)CCCC1=O	-1	8	2	2.1	2	2	0.5	-18
O=C(c1cn(Cc2ccccc2)nc1-c1cccnc1)N1CCN(Cc2c(F)cccc2Cl)CC1	0	-26	-1	-2.1	3	4	0.1	-7
O=C1NC[C@H](CCCCN2CCN(CCc3ccccc3)C(=O)C2=O)N(Cc2ccccc2)C1=O	-4	-2	.	0.5	.	.	0.0	-8
O=C(NCC[C@@H]1CC[C@H](NC(=O)C2CC2)[C@H](CO)O1)c1cc(Cl)cc(Cl)c1	2	13	0	2.3	-6	-5	0.0	-8
CCOc1ccc(C(=O)N2CCn3c2nc2ccccc23)cc1	.	8	26	-0.4	1	-6	.	-1
CCC(C)NC(=O)Cn1c(=O)sc2ccccc21 (centres undefined)	.	1	4	2.0	-2	-9	0.3	-3
CCCC#Cc1ccc([C@@H]2[C@H](CO)N3C(=O)CN(C(=O)Nc4cc(F)ccc4F)C[C@@H]23)cc1	2	-1	.	2.0	.	.	0.5	-12
CC1(C)Cc2c(sc(NC(=O)c3ccccc3Cl)c2C(=O)O)CO1	-1	-7	1	-1.6	12	3	0.0	-13
NS(=O)(=O)c1ccc(NC(=O)C2C3C=CC(C3)C2C(=O)O)cc1 (centres undefined)	-2	8	-10	-0.4	-4	-1	0.0	-2
CCC(C(=O)NC1CCCCC1)n1c(SCc2cccc(C)c2)nc2ccncc21 (centres undefined)	3	.	18	-2.7	1	-4	-0.3	-8
CN1CCN(C(=O)C[C@H]2CC[C@H]3[C@@H](COc4ccc(NC(=O)C5CCCCC5)cc4C(=O)N3C)O2)CC1	0	1	-3	-1.1	-13	3	0.5	15
COc1ccc(S(=O)(=O)Nc2ccc3c(c2)C(=O)N([C@@H](C)CO)C[C@@H](C)[C@@H](CN(C)S(=O)(=O)c2ccc(F)cc2)O3)cc1	0	-21	1	3.9	-6	3	0.0	-16
C[C@H]1CN([C@@H](C)CO)C(=O)CCCn2cc(nn2)CO[C@@H]1CN(C)Cc1ccccc1C(F)(F)F	-2	-3	-3	-4.9	-5	2	-0.3	3
COc1cccc(-c2ccc(C3[C@H]4CNC[C@@H]3N4S(=O)(=O)Cc3ccccc3)cc2)c1 (some centres undefined)	0	-9	.	2.1	.	.	0.1	29
COc1ccc(NC(=S)NC23CN4CN(CN(C4)C2)C3)c(OC)c1	2	9	.	1.4	20	.	0.0	86*
Cc1cc(=O)[nH]c(SCC(=O)Nc2ccc(C(=O)O)cc2)n1	-9	38	-8	.	-2	0	.	4
CNC(=O)c1ccc(Nc2nnc(-c3ccc(C(N)=O)cc3)c3ccccc23)cc1	1	9	0	-0.6	-16	-6	-0.1	-6
CC1CCCC(C)N1C(=O)COc1ccc([N+](=O)[O-])cc1Cl (centres undefined)	-2	-16	.	2.9	1	.	0.0	-5
CN(CCC1CCOCC1)C(=O)CC1C(=O)NCCN1Cc1ccoc1 (centres undefined)	3	7	.	0.2	4	.	0.4	-16

# Three structures from above, arranged by formula weight, rising:
Molecule	ERAP1 HTS inh	GSIS activator	esBAF inh	F508del corr	ARNT-TACC3 inh	RAD54 inh	XiGFP reactiv	RAD52 inh
CCC(C)NC(=O)Cn1c(=O)sc2ccccc21 (centres undefined)	.	1	4	2.0	-2	-9	0.3	-3
Cc1cc(=O)[nH]c(SCC(=O)Nc2ccc(C(=O)O)cc2)n1	-9	38	-8	.	-2	0	.	4
COc1cccc(-c2ccc(C3[C@H]4CNC[C@@H]3N4S(=O)(=O)Cc3ccccc3)cc2)c1 (some centres undefined)	0	-9	.	2.1	.	.	0.1	29

# Random draw from the library, and some 3.3% of all compounds hit somewhere here.
